Screening data deposited in PubChem BioAssay by several laboratories.
MsrA act – activators of bovine methionine sulfoxide reductase A; purified bovine MsrA, absorbance read-out; activation, % at 10.6 µM; 360,000 compounds, 0.3% hits; AID 602163; in the data active = activation above about 7.5%;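 also: 0% = vehicle and 100% = reference activator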
Rin1 Abl inh – human Rin1-Abl interaction inhibition. 360,000 compounds, 0.4% hits. P00519+Q13671. TR-FRET Rin1/Abl binding, biochemical. AID 588664. inhibition, % at 7.35 µM; in the data active = inhibition above about 5%, passing the limit was not always enough
E coli Lon inh – inhibits E. coli Lon protease; P0A9M0; purified E. coli Lon protease, fluorescence polarization; inhibition, % at 7.94 µM; 360,000 compounds, 0.42% hits; in the data active = inhibition above about 13%, passing the limit was not always enough;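 also: 0% = enzyme with probe and DMSO and 100% = no enzyme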
Neddyl block – cullin neddylation inhibition | TR-FRET cullin neddylation, biochemical | calls only at 25 µM | 360,000 compounds, 0.58% hits; in the data active = inhibition above about 36%
FAS-TE inh – FAS thioesterase (human) inhibition. recombinant FAS-TE, OMFH fluorogenic substrate, fluorescence endpoint. inhibition, % at 15 µM. 360,000 compounds, 0.67% hits. AID 602261;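 active = compounds whose normalised, plate-corrected inhibition of enzyme fluorescence in the single-dose primary screen is 50% or more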;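 also: 0% = DMSO with enzyme and 100% = substrate without enzyme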
MT1-MMP act inh – inhibitors of human MT1-MMP activation. 360,000 compounds, 0.061% hits. HT1080 RFP-PRO-GFP cells, GFP/RFP ratio fluorescence, overnight; percent of plate control window, DMSO zero. GFP/RFP ratio change, % at 20 µM. P50281;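 active = GFP/RFP ratio change of at least 30% with cell ATP level not reduced by more than half and red fluorescence within 50% of control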; also: strong numbers were not always called active
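Assay system: RFP-PRO-GFP reporter HT1080 cells; read-out basis: GFP/RFP fluorescence ratio; benchmarks: DMSO wells and RFP-L50D-GFP cells; doses: 20 µM single dose, 1% DMSO; schedule: overnight cell settling, then overnight compound exposure, 37 °C, 5% CO2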
SKN-1 block – blocks SKN-1 activity in C. elegans. C. elegans VP596 Pgst-4::GFP/RFP ratio, acrylamide-induced, 24 h. 360,000 compounds, 0.49% hits. AID 624304. inhibition, % at 21.8 µM;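 active = interference check ratio from 0.5 to 1.5 plus GFP to RFP signal ratio inhibition reaching or exceeding a fixed threshold, cut at about 30% in these data, passing the limit was not always enough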; also: some compounds called inactive have numbers as strong as hits
CendR NRP1 mod – modulators of CendR peptide binding to human neuropilin-1; O14786; FAM-RPARPAR peptide binding to NRP-1, fluorescence polarization; inhibition, % at 25 µM; 360,000 compounds, 0.85% hits; AID 602438;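 active = inhibition or corrected inhibition above about 18%, plus a signal ratio from 0.5 to 1.5, limit read from the data, passing the limit was not always enough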; also: strong numbers were not always called active
MLLE-PAM2 inh – inhibitors of microRNA-mediated deadenylation, human PABP1 MLLE binding; P11940; GST-MLLE / FITC-PAM2 fluorescence polarization; inhibition, % at 20 µM; 360,000 compounds, 0.36% hits; in the data active = inhibition above about 35%, passing the limit was not always enough;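 also: plate controls were DMSO wells with GST-MLLE for no effect and wells lacking GST-MLLE protein for full effect; some results filed as inactive read as strong as hits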
Target sequence (P11940 whole entry, looked up): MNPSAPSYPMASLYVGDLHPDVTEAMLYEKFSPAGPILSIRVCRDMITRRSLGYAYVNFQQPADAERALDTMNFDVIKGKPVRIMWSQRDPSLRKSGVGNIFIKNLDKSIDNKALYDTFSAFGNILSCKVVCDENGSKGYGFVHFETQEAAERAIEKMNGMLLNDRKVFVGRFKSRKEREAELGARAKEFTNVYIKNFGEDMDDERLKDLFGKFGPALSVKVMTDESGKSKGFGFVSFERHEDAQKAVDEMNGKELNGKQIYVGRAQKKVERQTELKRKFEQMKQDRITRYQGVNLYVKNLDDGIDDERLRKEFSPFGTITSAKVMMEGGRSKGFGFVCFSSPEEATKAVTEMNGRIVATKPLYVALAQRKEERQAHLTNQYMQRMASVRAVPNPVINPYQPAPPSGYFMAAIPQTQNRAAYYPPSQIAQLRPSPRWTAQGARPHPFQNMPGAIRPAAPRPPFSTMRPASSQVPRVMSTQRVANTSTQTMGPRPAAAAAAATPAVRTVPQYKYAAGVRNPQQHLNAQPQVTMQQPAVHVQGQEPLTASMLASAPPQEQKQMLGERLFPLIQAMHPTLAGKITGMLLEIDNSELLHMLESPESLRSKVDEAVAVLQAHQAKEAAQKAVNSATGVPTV
Starred values were filed as active, the others as inactive; i = inactive; · = not tested or not shown.

entry	Compound	MsrA act	Rin1 Abl inh	E coli Lon inh	Neddyl block	FAS-TE inh
1	Cc1ccc(C)c(Cn2cnc3c(oc4ccccc43)c2=O)c1	-8	1	11	i	17
2	CC(=O)Nc1ccc(S(=O)(=O)N2CCCN(S(=O)(=O)c3ccc(NC(C)=O)cc3)CC2)cc1	3	2	-1	i	1
3	COc1cccc(-n2c(C)c(C(C)=O)c(C(C)=O)c2C)c1	-2	-2	-1	i	-12
4	COc1ccccc1OCc1n[nH]c(=S)n1Cc1ccccc1	-5	2	8	i	-9
5	O=C(CSc1nnc(-c2ccncc2)n1-c1ccc(Cl)cc1)Nc1ccc(C(=O)O)cc1	-1	3	-1	i	-3
6	COCCN(CCOC)Cc1cc(=O)oc2cc(C)c(Cl)cc12	-4	1	-7	i	-1
7	Cc1ccccc1NC(=S)NC(=O)C1CCCCC1	-3	-2	5	i	10
8	CCn1c(=O)c2ccccc2n(Cc2ccccc2C)c1=O	-8	0	-1	i	2
9	CCCCN(C)CCNC(=O)C1CCCN(S(=O)(=O)c2cccc3nsnc23)C1 (centres undefined)	-5	-1	5	i	-6
10	C=CCn1c(C)cc(C(=O)CSc2nnc(NC(C)C)s2)c1C	1	3	8	i	1
11	Oc1ccccc1-c1nnc(SCCN2CCOCC2)n1Cc1ccccc1	0	-2	9	i	-5
12	O=C(CCc1ccccc1)NNC(=O)COc1ccccc1	-3	1	-1	i	-3

entry	MT1-MMP act inh	SKN-1 block	CendR NRP1 mod	MLLE-PAM2 inh
1	3	-6	0	0
2	5	-23	2	-15
3	0	-10	14	-10
4	-1	0	2	-8
5	-3	12	14	-54
6	3	16	-1	-9
7	-4	-6	6	27
8	7	-30	9	18
9	0	10	-1	4
10	-1	15	3	17
11	-13	7	-7	-28
12	3	-4	-15	5

entry	Compound	MsrA act	Rin1 Abl inh	E coli Lon inh	Neddyl block	FAS-TE inh
13	O=C(c1cccs1)N1CCC2(O)CCCCC2C1c1ccc(F)cc1 (centres undefined)	5	1	-5	i	-6
14	Cc1ccccc1Nc1cc(C)c2c(O)cccc2n1	1	-1	-5	i	-6
15	CC(C)OCC1CO1 (centres undefined)	-5	3	0	i	-1
16	COc1ccccc1/C=C/C(=O)c1ccc(NC(C)=O)cc1	-10	-2	4	i	-14
17	Cc1ccc(S(=O)(=O)NCc2ccc(C(=O)N3CCN(Cc4ccccc4)CC3)cc2)cc1	-4	1	-4	i	6
18	COc1ccc(NS(=O)(=O)c2ccc3c(c2)NC(=O)CO3)cc1	-5	-2	-11	i	0
19	CCc1ccc(C(C)NC(=O)c2ccc(F)cc2)cc1 (centres undefined)	-5	-2	2	i	-1
20	CC1C(=O)N2CCCc3cc(S(=O)(=O)NCCc4ccccc4)cc1c32 (centres undefined)	0	2	-4	i	-1
21	CC(C)CCNc1nc(-c2ccco2)c2c(c1C#N)CCCC2	-8	0	-18	·	9
22	COc1ccc(CN(C)C(=O)Cn2ccc(NC(=O)OCc3ccccc3)nc2=O)cc1OC	-6	2	0	i	-4
23	CCOCCCNC(=O)c1ccc(NC(=O)C2=CSCCO2)cc1	-3	0	-6	i	-10
24	Cn1c(=O)c2c(SCC(=O)N3CCCC3)nc(CC(C)(C)C)nc2n(C)c1=O	1	0	6	i	14

entry	MT1-MMP act inh	SKN-1 block	CendR NRP1 mod	MLLE-PAM2 inh
13	2	-2	2	9
14	0	-19	-5	3
15	-1	-2	-20	-1
16	-13	-4	-10	-8
17	-5	12	-11	2
18	-4	-10	-5	12
19	4	-17	2	-4
20	-1	13	2	6
21	-7	3	-29	9
22	2	0	5	5
23	0	4	1	5
24	-4	13	-5	-1

Gathered by group: the entries above containing an aryl methoxy group
entry	Compound	MsrA act	Rin1 Abl inh	E coli Lon inh	Neddyl block	FAS-TE inh
3	COc1cccc(-n2c(C)c(C(C)=O)c(C(C)=O)c2C)c1	-2	-2	-1	i	-12
4	COc1ccccc1OCc1n[nH]c(=S)n1Cc1ccccc1	-5	2	8	i	-9
16	COc1ccccc1/C=C/C(=O)c1ccc(NC(C)=O)cc1	-10	-2	4	i	-14
18	COc1ccc(NS(=O)(=O)c2ccc3c(c2)NC(=O)CO3)cc1	-5	-2	-11	i	0
22	COc1ccc(CN(C)C(=O)Cn2ccc(NC(=O)OCc3ccccc3)nc2=O)cc1OC	-6	2	0	i	-4

entry	MT1-MMP act inh	SKN-1 block	CendR NRP1 mod	MLLE-PAM2 inh
3	0	-10	14	-10
4	-1	0	2	-8
16	-13	-4	-10	-8
18	-4	-10	-5	12
22	2	0	5	5

The list goes on:
entry	Compound	MsrA act	Rin1 Abl inh	E coli Lon inh	Neddyl block	FAS-TE inh
25	COc1ccccc1C(=O)NCCNc1ccc([N+](=O)[O-])cc1Cl	3	-4	-2	i	22
26	CN(c1ccccc1C(=O)N1CCN(Cc2ccc3c(c2)OCO3)CC1)S(C)(=O)=O	-4	2	-9	i	-3
27	CCCOC1CCCN(Cc2cn(C)nc2-c2ccccc2F)C1 (centres undefined)	-1	-2	4	i	-3
28	CCOC(=O)c1cc(NC(=O)c2ccc(OC)cc2)c(=O)oc1-c1ccccc1	-1	-3	-5	i	22
29	CN(C)c1ccc(/C=C(/C#N)C(=O)NCc2ccccc2)o1	-5	-33	i	i	-33
30	CCC(CO)Oc1cc(NC(=O)Cc2ccccc2)c2ncn(C(C)C)c2c1 (centres undefined)	0	1	-8	i	-3
31	CCN(CC)S(=O)(=O)c1ccc(N2CCCC2)c(NC(=O)CSCc2c(C)noc2C)c1	-2	-3	0	i	2
32	COc1cc(/C=N/Nc2nnc3c(n2)[nH]c2ccccc23)ccc1O	-3	-3	-14	i	-6
33	N#Cc1ccc(S(=O)(=O)N2CCC(C(=O)Nc3cccc(C(=O)NC4CC4)c3)CC2)cc1	-1	2	1	i	-8
34	COc1ccc(-c2cc(-c3ccccc3)no2)cc1	-2	1	12	i	-1
35	Cc1ccccc1NC(=O)Cn1c(O)c(N=NC(=O)c2ccccc2O)c2ccccc21	2	0	-2	i	-3
36	O=C(O)C12C[C@H]3C[C@@H](C1)CC(n1ncc(N4CCN(c5ccccc5)CC4)c(Cl)c1=O)(C3)C2	-5	-3	-7	i	-13

entry	MT1-MMP act inh	SKN-1 block	CendR NRP1 mod	MLLE-PAM2 inh
25	1	-7	4	-3
26	2	6	7	-1
27	-1	7	12	-10
28	4	-6	-4	7
29	-98	0	136	-144
30	5	-2	4	4
31	-4	7	-1	18
32	5	-14	2	-4
33	2	6	4	0
34	3	15	1	-10
35	1	0	-10	-11
36	4	-8	-13	-8

entry	Compound	MsrA act	Rin1 Abl inh	E coli Lon inh	Neddyl block	FAS-TE inh
37	CCn1cc(CN2CCN(Cc3ccc(C)o3)C(CCO)C2)c2ccccc21 (centres undefined)	1	2	-2	i	-3
38	COc1ccc(-c2nnc(N(C)C(=O)C3CCOC3)s2)cc1 (centres undefined)	1	1	-9	i	-3
39	Cc1ccc(NC(=O)c2ccc3c(c2)OCO3)cc1Cl	-2	-5	14	i	13
40	CCN1CC2=C(OC(N)=C(C#N)C2c2cccs2)/C(=C\c2cccs2)C1 (centres undefined)	-2	-3	-33	i	5
41	CCNC(=O)NC(=O)COC(=O)CCCSc1nc2ccccc2s1	-4	0	3	i	-4
42	c1ccc(C2[C@H]3CN(Cc4cccnc4)[C@H](c4ccccc4)C34CC2(c2ccccc2)C4)cc1 (some centres undefined)	-2	2	-9	i	21
43	O=C(c1cccc(Cl)c1Cl)N1CCN(c2ccccn2)CC1	-8	0	-14	i	-3
44	Cc1cc(NC(=O)CSc2ccc(-c3ccc(Br)cc3)nn2)no1	-1	1	-4	i	-3
45	Cc1ccc2c(c1)C(C)CC(C)(C)N2C(=O)CN1CCN(C)CC1 (centres undefined)	-5	-1	4	i	-3
46	COc1ccc(OC)c2[nH]c(=O)c(CCNC(=O)C(=O)c3c(C)[nH]c4ccccc34)cc12	-5	1	1	i	-6
47	O=C(Nc1cccc(S(=O)(=O)N2CCCCC2)c1)C1CCC1	-1	-4	-6	i	-3
48	O=C(COc1ccccc1)Nc1cc(C(F)(F)F)ccc1N1CCCC1	2	1	15	i	19

entry	MT1-MMP act inh	SKN-1 block	CendR NRP1 mod	MLLE-PAM2 inh
37	4	4	4	0
38	4	0	8	-3
39	5	-7	4	8
40	-30	14	-30	-52
41	-5	-9	-3	-13
42	-8	2	15	4
43	3	-11	5	5
44	0	13	-6	20
45	1	-9	0	-5
46	3	15	16	-2
47	1	13	6	4
48	-12	1	20	1

3 of the entries above in order of the MLLE-PAM2 inh value, largest number first:
# | smiles | MsrA act | Rin1 Abl inh | E coli Lon inh | Neddyl block | MT1-MMP act inh | SKN-1 block | CendR NRP1 mod | MLLE-PAM2 inh
39 | Cc1ccc(NC(=O)c2ccc3c(c2)OCO3)cc1Cl | -2 | -5 | 14 | i | 5 | -7 | 4 | 8
47 | O=C(Nc1cccc(S(=O)(=O)N2CCCCC2)c1)C1CCC1 | -1 | -4 | -6 | i | 1 | 13 | 6 | 4
40 | CCN1CC2=C(OC(N)=C(C#N)C2c2cccs2)/C(=C\c2cccs2)C1 (centres undefined) | -2 | -3 | -33 | i | -30 | 14 | -30 | -52

Next compounds
entry	Compound	MsrA act	Rin1 Abl inh	E coli Lon inh	Neddyl block	FAS-TE inh
49	CCOC(=O)c1[nH]c(=O)[nH]c1CN(Cc1ccco1)Cc1[nH]c(=O)[nH]c1C(=O)OCC	-2	2	1	i	-9
50	CC1(C)O[C@@H]2[C@H](O1)[C@@H](CO)O[C@H]2n1cc(Br)c(=O)[nH]c1=O	-6	0	-10	i	-15
51	COc1ccc(CN2[C@@H](CC(C)=O)c3cc(C(F)(F)F)ccc3S2(=O)=O)cc1	-3	3	-6	i	24
52	COc1cc(/C=C/C(=O)OCC(=O)Nc2ccc3c(c2)OCO3)ccc1O	-5	1	-21	i	-3
53	O=S1(=O)CCOCCCN1Cc1ccccc1F	-12	3	7	i	-4
54	COc1cc(-c2noc(C)c2/C=C/c2cccc([N+](=O)[O-])c2)cc(OC)c1OC	-4	3	-1	i	26
55	CN(C)c1cccc(CNC(=O)c2csc([C@@H]3C[C@H](O)[C@@H](CO)O3)n2)c1	-5	5	-5	i	-3
56	COc1ccc(OC)c(N(CC(=O)N2CCC(C)CC2)S(=O)(=O)c2ccccc2)c1	2	1	-7	i	0
57	O=C(C[n+]1ccc(C(=O)N/N=C/c2ccc(Cl)cc2Cl)cc1)c1ccccc1	-2	-4	0	i	-4
58	COc1ccc(Cl)cc1NC(=O)CSc1nnc(C2CC2)n1N	2	2	-10	i	-7
59	O=[N+]([O-])c1ccc(Cl)c(S(=O)(=O)Nc2cccc(-c3ccc(N4CCOCC4)nn3)c2)c1	-4	-2	3	i	16
60	NC(=O)COC(=O)c1ccc2c(c1)S(=O)(=O)c1ccccc1C2=O	-1	-1	-3	i	-9
61	C[C@H](NC(=O)c1nc[nH]c1C(=O)NCc1ccccc1)C(=O)OC(C)(C)C	-2	1	3	i	1
62	COc1cc(Cl)c(C)cc1NC(=O)CN(C)Cc1cccc(OC)c1OC	-2	4	11	i	23

entry	MT1-MMP act inh	SKN-1 block	CendR NRP1 mod	MLLE-PAM2 inh
49	0	3	10	8
50	1	-1	-1	0
51	2	7	13	-4
52	0	-22	-4	-16
53	13	-12	5	7
54	12	0	1	-10
55	-4	-16	-19	-5
56	2	-5	0	-4
57	6	-1	-2	1
58	-2	-3	-15	-36
59	3	-23	6	3
60	0	5	-2	-2
61	9	14	6	4
62	2	-2	10	5
